# RXFP1 agonist = qHTS Assay for Agonists of the Relaxin Receptor RXFP1 | Relaxin receptor 1 (Homo sapiens), Q9HBX9 | HEK293T-RXFP1 cAMP TR-FRET, 30 min; response scale: percent of porcine relaxin response, buffer zero | Potency, µM (series often up to 57.5 µM), without a hit: at the top dose activation, actives largely listed as activators | hit rate 0.3% among 370,000 | AID 2676, 2010; further: potency means the concentration at half of the fitted maximal effect; on the % scale 0 is the no-effect control and ±100 the full control effect; nearly all actives have a fitted effect of over 60% in size; many of its hits are not listed in these tables
#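 HEK293 cells stably expressing RXFP1, treated 30 min at 37C with compounds plus PDE4 inhibitor Ro 20174; cAMP measured by HTRF TR-FRET. Normalized to buffer and 29 nM porcine relaxin; EC50 by Hill fit.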
# IDH1 R132H inh = qHTS for Inhibitors of mutant isocitrate dehydrogenase 1 (IDH1): qHTS; Isocitrate dehydrogenase [NADP] cytoplasmic (Homo sapiens), O75874; IDH1-R132H enzyme, NADPH consumption, diaphorase/resazurin fluorescence; Potency, µM (highest dose often 76.6 µM), without a hit: at the highest dose activity change, negative = inhibition, most hits filed as inhibitors; hit rate 0.093% among 390,000; further: potency means the concentration at half of the fitted maximal effect; on the % scale 0 is the no-effect control and ±100 the full control effect; nearly all actives have a fitted effect of over 65% in size
# Target sequence (O75874 whole entry R132H, stated change not applied): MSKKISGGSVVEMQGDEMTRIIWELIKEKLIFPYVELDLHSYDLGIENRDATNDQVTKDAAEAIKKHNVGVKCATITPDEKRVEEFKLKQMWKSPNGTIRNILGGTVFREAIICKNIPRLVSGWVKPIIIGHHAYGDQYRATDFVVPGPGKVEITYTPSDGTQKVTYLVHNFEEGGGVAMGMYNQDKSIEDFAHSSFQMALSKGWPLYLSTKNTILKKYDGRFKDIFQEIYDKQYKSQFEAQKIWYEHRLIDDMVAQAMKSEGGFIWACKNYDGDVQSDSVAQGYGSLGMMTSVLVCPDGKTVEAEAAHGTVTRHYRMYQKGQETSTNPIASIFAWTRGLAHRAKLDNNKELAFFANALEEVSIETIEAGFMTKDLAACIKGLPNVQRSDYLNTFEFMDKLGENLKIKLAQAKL
#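 IDH1-R132H (0.5 ug/mL dispensed) in pH 7.5 Tris buffer was preincubated 30 min with compound, then given a substrate mix of 0.016 mM NADPH and 2 mM alpha-KG for 80 min at room temperature; remaining NADPH was read by diaphorase/resazurin fluorescence.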
# TrxR1 substrate = qHTS Assay for Substrates of Mammalian Selenoprotein Thioredoxin Reductase 1 (TrxR1): qHTS | Thioredoxin reductase 1, cytoplasmic (Rattus norvegicus), O89049 | purified TrxR1 substrate turnover, NADPH consumption readout | Potency, µM (series often up to 114 µM), for inactives: at the highest dose activity change, negative = substrate turnover | hit rate 0.01% among 390,000 | AID 588456, 2011; further: potency means the concentration at half of the fitted maximal effect; on the % scale 0 is the no-effect control and ±100 the full control effect; nearly all actives have a fitted effect of over 50% in size
# Target sequence (O89049 whole entry, looked up): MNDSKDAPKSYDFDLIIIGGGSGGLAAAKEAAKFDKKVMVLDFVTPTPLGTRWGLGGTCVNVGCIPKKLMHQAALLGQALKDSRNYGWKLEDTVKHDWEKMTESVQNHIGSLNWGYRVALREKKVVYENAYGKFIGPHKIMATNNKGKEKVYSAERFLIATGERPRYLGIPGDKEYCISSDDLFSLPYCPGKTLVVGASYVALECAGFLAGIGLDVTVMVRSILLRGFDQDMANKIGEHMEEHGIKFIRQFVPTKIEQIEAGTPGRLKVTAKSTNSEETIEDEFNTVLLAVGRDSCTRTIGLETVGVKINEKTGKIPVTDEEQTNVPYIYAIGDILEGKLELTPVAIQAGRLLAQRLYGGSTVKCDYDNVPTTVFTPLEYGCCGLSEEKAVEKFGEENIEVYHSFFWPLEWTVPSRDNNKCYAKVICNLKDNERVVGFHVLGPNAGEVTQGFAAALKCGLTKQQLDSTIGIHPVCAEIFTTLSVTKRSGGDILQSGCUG
#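 Rat TrxR1, dispensed at 90 nM, was prereduced with 400 uM NADPH (final) for 5 min at ~22 deg C, then incubated with compound 15 min before 400 uM selenite. A first-read NADPH fluorescence drop versus no-compound background flagged substrates.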
# Vif-APOBEC3G blk = qHTS for Inhibitors of Vif-A3G Interactions: qHTS. hit rate 0.076% among 410,000. HeLa A3G-eYFP + Vif (tagged APOBEC3G with the HIV-1 protein that degrades it), YFP fluorescence, overnight. DNA dC->dU-editing enzyme APOBEC-3G (Homo sapiens), Q9HC16. Potency, µM (top dose mostly 46.1 µM), for inactives: at the top dose activity, negative = active, usual class: inhibitors. AID 602310, 2012;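 further: potency means the concentration at half of the fitted maximal effect; on the % scale 0 is the no-effect control and ±100 the full control effect; nearly all actives have a fitted effect of over 60% in size; hits raise eYFP signal because A3G escapes Vif-driven loss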
#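 Read-out is eYFP fluorescence (Ex 488/Em 500-530) from Vif-expressing HeLa A3G-eYFP cells; more signal means A3G escaped Vif-mediated degradation. Cells plated overnight, compound pinned in, incubated overnight at 37 deg C.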
# Vif-A3F inh = qHTS for Inhibitors of Vif-A3F Interactions: qHTS | HeLa A3F-eYFP + Vif (tagged APOBEC3F with the HIV-1 protein that degrades it), YFP fluorescence increase | AID 602313, 2012 | hit rate 0.2% among 390,000 | Potency, µM (series often up to 46.1 µM), for the others: at the highest dose activity, negative = active; further: potency means the concentration at half of the fitted maximal effect; % of control where 0% means no effect; nearly all actives have a fitted effect of over 65% in size
#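 HeLa cells stably expressing A3F-eYFP plus Vif, plated and incubated overnight at 37 deg C, then exposed to compounds overnight at 37 deg C. Blocked degradation read as raised yellow fluorescence (Ex 488/Em 500-530).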
# PI4K2A block = qHTS for small molecular inhibitors of PI4K2A; purified PI4K2A, ADP-Glo luminescence, 1 h; hits give low values; Phosphatidylinositol 4-kinase type 2-alpha (Homo sapiens), Q9BTU6; AID 1346378, 2018; hit rate 0.13% among 420,000; activity change, negative = inhibition, % at 76.9 µM; in the data active means activity change below about -50%; inconclusive means mostly about -30% to -49%;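 further: -100% = wells without enzyme as full effect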
#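 PI4K2A activity was measured by ADP-Glo luminescence: enzyme (4 ug/mL stock) and phosphatidylinositol (1.2 mM stock) in Tris pH 7.5/MgCl2/EGTA/Triton X-100 buffer were reacted with ATP (300 microM stock) for one hour at ambient temperature.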
# USP1-UAF1 inh = Inhibitors of USP1/UAF1: Primary Screen | hit rate 0.23% among 390,000 | Potency, µM (doses to about 57.1 µM), without a hit: top-dose activity change, negative = inhibition, usual class: inhibitors | recombinant USP1/UAF1, Ub-Rhodamine cleavage fluorescence | Ubiquitin carboxyl-terminal hydrolase 1 (Homo sapiens), O94782 | AID 743255, 2014; further: potency means the concentration at half of the fitted maximal effect; on the % scale 0 is the no-effect control and ±100 the full control effect; nearly all actives have a fitted effect of over 60% in size; inactives centre near -12
#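 In this screen, compounds sit with the deubiquitinase complex (1nM) for 15 min at room temperature before Ub-Rho is added at 150nM final. Fluorescence rise is then followed for 6 reads every 60 seconds.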
# LDHA inh = qHTS assay for inhibitors of human lactate dehydrogenase; purified LDHA, NADH/diaphorase-resazurin fluorescence; hits give low values; activity change, % (values are at about 110 or 230 µM); hit rate 0.15% among 480,000; L-lactate dehydrogenase A chain (Homo sapiens), P00338; AID 1347041, 2019; in the data active means activity change below about -30%; inconclusive means mostly about -25% to -30%;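 further: plate controls were DMSO wells for no effect and wells without enzyme for full effect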
#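 Human LDH5 at 2 nM final in Tris HCl pH 7.4 with 0.06 mM NADH and 0.2 mM pyruvate, reacted 5 minutes at room temperature. Remaining NADH coupled via diaphorase/resazurin; resorufin fluorescence read at 0 and 20 minutes, normalized to enzyme-free and DMSO wells.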
# Glioma ERSR ind = qHTS for Inducers of the Endoplasmic Reticulum Stress Response (ERSR) in Human Glioma: qHTS; U87-MG GRP78 promoter luciferase reporter, 16 h; Potency, µM, inactives show at the highest dose activation, actives largely listed as activators; hit rate 0.02% among 420,000; AID 602332, 2012; further: potency means the concentration at half of the fitted maximal effect; series mostly up to about 76 µM; % of control where 0% means no effect; nearly all actives have a fitted effect of over 35% in size
#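 ERSR induction read as luciferase luminescence (Bright-Glo, 10 min at room temperature) in stably transfected human U87-MG glioma cells exposed to compounds for 16 h, using GRP78 as sensor.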
# * marks the source's active call; other numbers are inactive results; ? = inconclusive; · = no result given; [ ] = another dose, or the depositor's remark. Unless noted, the call rests on the fitted dose curve; in most records, active means well fitted curve in the direction sought with a large enough effect; inconclusive means small, poorly fitted or top-dose-only effect, or another doubt; inactive means no such curve, though single readings can be large; an effect the other way counts as inactive or inconclusive. Only part of the results is shown, so the mix of outcomes need not match the whole.
SMILES,RXFP1 agonist,IDH1 R132H inh,TrxR1 substrate,Vif-APOBEC3G blk,Vif-A3F inh,PI4K2A block,USP1-UAF1 inh,LDHA inh,Glioma ERSR ind
COc1ccc(CCn2c(=N)c(C(=O)NCC3CCCO3)cc3c(=O)n4cccc(C)c4nc32)cc1OC (stereo not drawn),18.2%,-0.7%,-0.3%,4.7%,0.6%,0.2,-4.4%,-3.1,-4.0%
Cc1ccc(O)c(CNc2nc3ccccc3n2C(C)C)c1,-0.7%,-0.5%,-1.2%,-0.1%,4.1%,-0.2,-20.4%,-1.7,-2.2%
COc1ccc(C)cc1NC(=O)Nc1ccccc1SC,-1.5%,8.5%,-8.3%,0.3%,2.5%,16.0,-8.4%,-3.1,3.5%
Cc1nc2ccc(C(=O)c3ccccc3)cc2[nH]1,-1.3%,3.6%,-9.9%,1.5%,7.4%,0.6,-11.6%,-0.7,-1.3%
CC(C)NC(=O)COc1ccc(Cl)cc1Cl,1.6%,2.7%,3.2%,-0.3%,1.8%,2.0,8.7%,-5.7,-0.8%
COc1cccc2cc(/C(=N/O)c3ccc(Br)cc3)oc12,0.5%,0.5%,-10.8%,-14.5%,11.6%,-0.6,-2.6%,-8.3,-4.9%
COC1(OC)C(/C=C/c2ccc(Cl)cc2)C(C#N)(C#N)C1(OC)OC (stereo not drawn),-0.6%,-3.1%,-8.4%,-28.0%,-10.1%,23.5,-22.1%,-1.8,-9.4%
Cc1cc(NC(=O)CSc2nnc(-c3ccco3)n2Cc2ccccc2)no1,1.2%,1.9%,4.0%,-7.2%,-20.3%,-5.0,-16.8%,1.0,-9.6%
COc1ccc(CNC(=O)c2ccc3c(c2)nc2n3CCCCC2)c(OC)c1,-1.4%,1.4%,-3.0%[57.1 µM],-2.8%,3.2%,0.1,?,-4.3,5.6%
C[N+]1(CC(=O)OC2CCCCCCCCCCC2)CCCC1,2.4%,5.7%,8.7%[57.1 µM],-0.7%,-14.9%,0.7,-23.8%,-9.1,-7.6%
CN1C(=O)c2ccccc2OC1(C)Cc1ccccc1 (stereo not drawn),2.7%,1.0%,-4.2%,-1.0%,-4.3%,2.2,1.9%,-8.9,-2.3%
CCc1cccc(C)c1Nc1c(-c2ccc(SC)cc2)nc2sccn12,4.1%,?,0.5%,5.6%,-3.6%,8.3,-13.4%,4.0,-2.0%
CC(C)N(C(=O)Cn1cc(S(=O)(=O)Cc2ccc(Cl)cc2)c2ccccc21)C(C)C,0.9%,·,3.9%,·,·,0.8,-10.8%,-6.1,·
O=C(/C=C/c1ccccc1)Nc1cccnc1Cl,-0.3%,4.9%,-8.0%,0.8%,-17.7%,-2.1,1.1%,-2.3,-3.2%
Cc1ccc(S(=O)(=O)N2CCCCC2)cc1NC(=O)CCNC(=O)c1ccccc1,·,-6.1%,-5.5%,-0.4%,1.0%,4.7,-5.3%,-19.6,-5.2%
O=C(CSc1nnc(-c2ccccc2Br)o1)N1CCN(C(=O)c2ccco2)CC1,-1.6%,-1.1%,-7.3%,-0.5%,-2.0%,-2.5,?,-2.2,0.6%
Cc1c(NC(=O)COc2ncnc3c(Cl)cc(Cl)cc23)c(=O)n(-c2ccccc2)n1C,4.8%,4.6%,11.8%[57.1 µM],-0.4%,1.1%,3.7,-1.5%,-9.8,1.0%
O=C(CCNC(=O)c1ccco1)Nc1ccc(Cl)cc1,-1.1%,-5.7%,7.0%,-1.3%,13.1%,8.1,-21.9%,-6.9,1.2%
Cc1ccc(-n2ncc3c(NCCCc4ccccc4)ncnc32)cc1C,3.7%,5.5%,6.9%[57.1 µM],2.0%,2.3%,-1.7,-28.3%,-1.7,1.8%
CN(C)c1ccc(/C=C(\C#N)C(=O)c2ccccc2)cc1,-0.2%,-10.3%,-12.8%,1.5%,?,-3.1,14.1µM*,-0.6,5.9%
COC(=O)CSc1nnc(-c2cccnc2)n1-c1cccc(OC)c1,2.0%,1.2%,3.7%,-0.6%,-4.4%,0.1,-1.7%,-0.5,-2.6%
CC1CCN(S(=O)(=O)c2ccc(C(=O)N(C)C3CCS(=O)(=O)C3)cc2)CC1 (stereo not drawn),0.3%,2.3%,-2.3%,-0.3%,8.5%,4.6,-6.4%,-4.6,-7.0%
Cc1ccc(NC(=S)NNC(=O)c2ccc(N3CCOCC3)c([N+](=O)[O-])c2)cc1C,2.6%,-2.7%,-9.2%,-2.3%,-7.6%,8.1,-9.2%,-6.6,1.4%
O=C(Nc1cc(F)ccc1F)N1CCC(CN2CCOCC2)CC1,7.1%,-9.8%,-5.2%,4.4%,1.1%,-1.9,5.6%,-0.1,-0.7%
COc1ccc(/C=N/Nc2nn3cnnc3c3ccccc23)cc1,9.5%,3.6%,7.4%[57.1 µM],-0.1%,2.3%,-3.0,6.2%,-3.4,-1.7%
Cc1c2cnn(CC(=O)NCCN3CCOCC3)c(=O)c2c(C)n1Cc1ccccc1,2.7%,10.3%,-2.7%[57.1 µM],2.0%,8.2%,0.7,-20.0%,1.8,-1.5%
CC(=O)C1(O)C(C)CC2C3CCC4CC(O)CCC4(C)C3=CCC21C (stereo not drawn),-0.2%,3.4%,7.2%,0.0%,-5.0%,-2.3,?,-10.0,-4.4%
CC(=O)c1ccc(NS(=O)(=O)c2ccc3[nH]c4c(c3c2)CCCC4)cc1,1.8%,-17.2%,-5.4%,-11.5%,-7.6%,4.0,-5.7%,4.7,-5.3%
Cc1ccccc1-c1nnn(Cc2cccc(S(=O)(=O)N3CCOCC3)c2)n1,1.1%,8.0%,-2.9%,1.1%,4.6%,-2.6,-21.5%,-0.2,-1.0%
COc1cccc(C2C(C(N)=O)=C(C)Nc3nc(-c4cccc(Cl)c4)nn32)c1 (stereo not drawn),-0.2%,-0.1%,-7.5%,-0.5%,·,8.9,-12.7%,-3.7,-5.0%
CCN(CC)S(=O)(=O)c1ccc(NC2CCCc3ccccc32)nc1 (stereo not drawn),0.6%,10.0%,0.7%,1.3%,·,-3.2,-23.4%,7.0,-2.1%
CCC(=O)N1N=C(c2c(-c3ccccc3)c3cc(Cl)ccc3[nH]c2=O)CC1c1ccco1 (stereo not drawn),-0.1%,?,0.0%[57.1 µM],-9.2%,-8.9%,4.3,-5.9%,-3.2,-4.0%
CN1CCN(c2ncnc3c2ncn3[C@H]2CN(Cc3ccc4c(c3)OCO4)C[C@@H](CO)O2)CC1,·,·,·,1.4%,·,3.3,·,-6.1,-4.2%
CC1=C(C(=O)Nc2ccccc2C)C(c2ccccn2)n2ncnc2N1 (stereo not drawn),0.2%,-0.6%,4.7%[57.1 µM],-0.1%,7.0%,2.9,-16.7%,-5.2,-3.9%
Cc1ccc(N2CCN(CC(O)COC3CCCCC3)CC2)cc1 (stereo not drawn),2.1%,-3.2%,9.5%[57.1 µM],-0.5%,2.0%,1.1,-12.3%,-3.8,-4.9%
Nc1c(C(=O)O)cnn1-c1ccc([N+](=O)[O-])cc1,2.8%,1.0%,9.5%[57.1 µM],0.3%,-6.3%,-3.3,-7.2%,-11.5,-8.6%
Cc1cc(C)c2nc(N(Cc3cccnc3)C(=O)CCOc3ccccc3)sc2c1,1.1%,-1.0%,0.9%[57.1 µM],-1.7%,2.2%,3.6,-3.1%,-5.1,-2.2%
CCc1ccccc1N(CC)C(=O)c1cc2c(s1)-c1ccccc1OC2,2.6%,-2.0%,32.0%[activator],2.2%,-6.6%,-1.5,-19.7%,2.4,-2.7%
CCOc1ccc2nc(N3CCC(C(=O)N4CCN(C(=O)c5ccco5)CC4)CC3)sc2c1,0.1%,-1.8%,10.3%[57.1 µM],1.0%,-10.8%,0.4,-15.7%,-2.6,0.6%
CSc1ccccc1C(=O)NC1CC2CCC1C2 (stereo not drawn),1.0%,13.0%,4.5%,1.0%,-1.2%,2.6,-13.2%,-5.1,-3.8%
CCOC(=O)c1c(C)c(C(=O)N2CCN(C(=O)c3ccco3)CC2)c(C)n1C,-1.0%,-0.6%,5.7%[57.1 µM],3.6%,-9.5%,5.9,-19.1%,-7.0,-5.0%
COc1ccc(C2=NS(=O)(=O)N(C)C(C(=O)N3CCCCC3C)=C2)cc1 (stereo not drawn),2.4%,-7.3%,-14.2%[57.1 µM],3.2%,-14.5%,-0.7,-9.7%,-6.8,1.6%

# High-throughput results (PubChem)
